TDP1 block: inhibitors of human tyrosyl-DNA phosphodiesterase TDP1; Q9NUW8; recombinant TDP1, AlphaScreen DNA substrate cleavage; Potency, µM (doses to about 130 µM), inactives show top-dose activity change, negative = inhibition, hits mostly inhibitors; 350,000 tested, 0.28% active; AID 485290; also: nearly all actives have a fitted effect of over 40% in size
Target sequence (Q9NUW8 whole entry, looked up): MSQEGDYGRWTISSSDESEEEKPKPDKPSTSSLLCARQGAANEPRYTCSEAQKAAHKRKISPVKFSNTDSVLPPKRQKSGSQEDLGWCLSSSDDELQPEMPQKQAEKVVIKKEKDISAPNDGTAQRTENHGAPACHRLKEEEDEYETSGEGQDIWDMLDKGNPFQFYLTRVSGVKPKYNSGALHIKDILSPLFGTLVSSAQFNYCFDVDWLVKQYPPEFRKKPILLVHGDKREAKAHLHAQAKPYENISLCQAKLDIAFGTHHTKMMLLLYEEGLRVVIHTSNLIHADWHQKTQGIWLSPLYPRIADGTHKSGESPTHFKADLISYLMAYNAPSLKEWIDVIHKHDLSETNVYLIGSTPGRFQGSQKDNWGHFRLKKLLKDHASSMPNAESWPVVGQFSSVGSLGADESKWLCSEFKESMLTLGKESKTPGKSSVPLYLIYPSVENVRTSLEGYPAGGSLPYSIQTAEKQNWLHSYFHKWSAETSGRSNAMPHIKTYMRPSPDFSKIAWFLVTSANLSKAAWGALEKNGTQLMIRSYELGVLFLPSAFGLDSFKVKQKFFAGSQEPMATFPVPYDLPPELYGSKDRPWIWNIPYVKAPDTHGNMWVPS
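Compounds were preincubated with Tdp1 (1 nM final) for 15 min at room temperature before substrate (15 nM final) started a 5 min reaction; beads (10 ug/ml final) were then added for 10 min before AlphaScreen detection.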
DT40 TDP1 no CPT: qHTS for Inhibitors of human tyrosyl-DNA phosphodiesterase 1 (TDP1): qHTS in cells in absence of CPT; AID 686978, 2013; Potency, µM (series often up to 46.2 µM), without a hit: top-dose activity change, negative = growth inhibition, hits mostly inhibitors; DT40 Tdp1-/- hTDP1 cells, no CPT, ATP luminescence, 48 h; 420,000 tested, 15% active; also: nearly all actives have a fitted effect of over 55% in size
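Cells were dispensed at 400 per well, compounds added by pin tool, plates incubated ≥48 hr at 37 °C, then CellTiter-Glo added for 30 min at room temperature before luminescence reading. Line: DT40 Tdp1-/- complemented with hTDP1; camptothecin omitted.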
KAT2A inh: blocks human GCN5L2 histone acetyltransferase; Q92830; GCN5L2 HAT assay, ThioGlo1 CoA-SH fluorescence; Potency, µM (highest dose often 58.9 µM), for inactives: top-dose activity change, negative = inhibition, actives largely listed as inhibitors; 390,000 tested, 0.21% active
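GCN5L2 (20 nM) in 50mM HEPES pH 7.5, 0.1mM EDTA, 0.01% Tween-20 preincubated 15 min with compounds at room temperature. Reaction started with H3(1-25) 75uM, acetyl-CoA 70uM, ThioGlo1 50uM; CoA-thiol fluorescence (Ex340/Em540) read at 0 and 20 min.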
* marks the source's active call; other numbers are inactive results; ? = inconclusive; . = not tested or not shown; & = joins results of further samples; [ ] = another dose, or the depositor's remark. Calls follow the shape of the dose curve; as a rule, active = well fitted curve in the direction sought with a large enough effect; inconclusive = small, poorly fitted or top-dose-only effect, or another doubt; inactive = no such curve, though single readings can be large; an effect the other way counts as inactive or inconclusive. % is scaled to controls: 0 for no effect and ±100 for the full control effect; potency is read from the fitted curve at half-maximal effect. The list is partial; the hit share may differ from the screen's.

Start of the data: the first two entries, ahead of the listing:
SMILES,DT40 TDP1 no CPT,TDP1 block,KAT2A inh
CC(=O)c1sc2nc(-c3ccco3)ccc2c1N,?,.,?
COc1ccc(-c2cc(C(=O)Nc3ccccc3SC)no2)cc1OC,-25%,2%,10%

The listing, previewed entries included:
SMILES,DT40 TDP1 no CPT,TDP1 block,KAT2A inh
CC(=O)c1sc2nc(-c3ccco3)ccc2c1N,?,.,?
COc1ccc(-c2cc(C(=O)Nc3ccccc3SC)no2)cc1OC,-25%,2%,10%
CC1=C(C(=O)N2CCN(c3cccc(Cl)c3)CC2)C2(CCCCC2)OC1=O,21µM*,2%,-16%
Cc1ccc(C(=O)Nc2cccc(C(=O)NCc3ccccc3)c2)cc1,-24%,8%,0%
CN1CCN(CC(=O)N/N=C\c2c[nH]c3ccccc23)CC1,.,-3%,-2%
CCOc1ccc(NC(=O)C(C)N2C(=O)c3ccccc3S2(=O)=O)cc1 (centres undefined),2%,.,1%
CCOC(=O)/C(=C\c1ccc([N+](=O)[O-])o1)NC(=O)c1ccccc1,18µM*,2%,0%
CCc1nnc2sc(-c3cc(-c4ccccc4)nc4ccccc34)nn12,?,0%,3%
O=C(NCc1ccncc1)Nc1ccc(Cl)cc1Cl,-14%,0%,-2%
Cc1nc(N(C)Cc2ccccc2)c2c(C)c(C)sc2n1,?,11%,-7%
Cc1cccc(NS(=O)(=O)c2cccc(C(=O)NCC(c3ccco3)N(C)C)c2)c1 (centres undefined),?,1%,-6%
CCN(CC)C(=O)CSc1nnc(-c2ccc(O)cc2)n1CC1CCCO1 (centres undefined),-5%,-1%,3%
CC(C)c1nc2cc(C(=O)NC(c3cccnc3)C(F)(F)F)ccc2o1 (centres undefined),?,4%,1%
CCCN(CCC)CCCNC(=O)c1cn(CCOC)c(=O)c2c1c1ccccc1n2C,-15%,8%,-14%
CCN1C(=O)CC(c2ccccc2)CC1=O,-4%,0%,-1%
C/C(=C\c1ccccc1)CN1CCC(C(=O)N2CCCCC2)CC1,-18%,-5%,0%
CC(C(=O)NC1CCCC1)N1CCN(S(=O)(=O)c2ccc(C(C)(C)C)cc2)CC1 (centres undefined),10µM*,0%,-5%
Cc1ccc(-c2csc(=Nc3ccccc3)n2Cc2ccc3c(c2)OCO3)cc1,9.2µM*,7%,-7%
CC(C)c1ccc(NS(=O)(=O)c2ccc3[nH]cc(C(=O)N4CCC(C(N)=O)CC4)c(=O)c3c2)cc1,0%,.,0%
O=C(C[n+]1ccccc1)N/N=C/c1ccccc1F,-18%,2%,-3%
CC(=O)c1cccc(NC(=S)NC(=O)c2ccccc2Cl)c1,-10%,3%,1%
COc1ccc2ncc3c(-c4ccc(C)c(C)c4)nn(CC(=O)Nc4ccccc4)c3c2c1,18µM*,5%,-3%
CCCn1c(CCNC(=O)c2cccs2)nc2ccccc21,-18%,5%,2%
CCn1c(SCc2nc3ccccc3nc2C)nnc1-c1cccs1,?,6%,-5%
O=C(Cc1cccc2ccccc12)Nc1ccccc1C(=O)O,-8%,6%,-6%
O=C(NN1C(=O)c2ccccc2NC1c1ccoc1)c1ccc([N+](=O)[O-])cc1 (centres undefined),8%,6%,2%
CCc1ccc(NC(=O)CCCN2C(=S)NC(C)(C)CC2C)cc1 (centres undefined),?,10%,-1%
COCCn1c(SCc2ccc(C(=O)OC)o2)nc2ccccc2c1=O,21µM*,4%,-11%
COc1ccc(NCCNc2ccc(OC)cc2)cc1,-11%,8%,-1%
CCN1CCCc2cc(CN(CCN3CCOCC3)C(=S)Nc3ccccc3OC)ccc21,16µM*,7%,-8%

Compound profiles, as listed above. Order of screens: DT40 TDP1 no CPT	TDP1 block	KAT2A inh
CN1CCN(CC(=O)N/N=C\c2c[nH]c3ccccc23)CC1 is listed as .	-3%	-2%
Cc1cccc(NS(=O)(=O)c2cccc(C(=O)NCC(c3ccco3)N(C)C)c2)c1 (centres undefined) is listed as ?	1%	-6%
CCCN(CCC)CCCNC(=O)c1cn(CCOC)c(=O)c2c1c1ccccc1n2C is listed as -15%	8%	-14%
COCCn1c(SCc2ccc(C(=O)OC)o2)nc2ccccc2c1=O is listed as 21µM*	4%	-11%
CCN1C(=O)CC(c2ccccc2)CC1=O is listed as -4%	0%	-1%

Additional records:
SMILES,DT40 TDP1 no CPT,TDP1 block,KAT2A inh
CC(Sc1nc(N2CCCCC2)c2c(c1C#N)CCCC2)C(=O)O (centres undefined),-19%,5%,4%
COc1ccc(Cl)cc1NC(=O)CN(C)CC(=O)NCc1ccc(F)cc1,?,1%,-2%
O=C(Oc1ccccc1)c1ccc2c(c1)C(=O)N(Cc1ccncc1)C2=O,?,3%,-4%
CN(C)/C=N/c1nc2c(ncn2C2CC(O)C(CO)O2)c(=O)[nH]1 (centres undefined),-1%,2%,.
Cc1ccccc1Cn1c2ccccc2c2cnn(CC(=O)NC3CCC(C)CC3)c(=O)c21 (centres undefined),18µM*,8%,-11%
CC(=O)c1ccc(N2CCN(C(=S)NCCCN(C)C)CC2)cc1,0%,0%,0%
COc1ccc(C(=O)NCc2ccccc2OC)c(OC)c1,-21%,-6%,-9%
N[C@H](CCC(=O)NCC(=O)O)C(=O)O,-31%,0%,7%&9%&-9%
Cc1ccc(N2C(=O)N(CC(=O)Nc3ccc(C)c(C)c3)C(=O)C2C)cc1 (centres undefined),?,.,-5%
Cc1ccc2c(c1)N(C(=O)CCC(=O)N1CCc3ccccc3C1)CCO2,?,-1%,-17%
CC(=O)NC1(C(F)(F)F)C(=O)NC(C)=C1C#N (centres undefined),8%,5%,-5%
O=C(NCCN1CCCC1)C1CC(=O)N(C2CCCCC2)C1 (centres undefined),-6%,6%,-2%
O=C(NCc1ccc2c(c1)OCO2)C1CC(=O)N(c2ccc(F)cc2)C1 (centres undefined),-11%,-3%[56.1 µM],-1%
COC(=O)c1cc(NC(=O)CN2CCN(C(C)=O)CC2)cc(C(=O)OC)c1,-5%,5%,0%
O=C(CSc1nccc(=O)[nH]1)N1N=C2/C(=C/c3ccco3)CCCC2C1c1ccco1 (centres undefined),2%,?,?
CN(C)c1cccc(C(=O)NNC(=O)/C=C/c2cccs2)c1,-12%,4%,-13%
COc1ccnc(CSC(N)=Nc2ccccc2C(F)(F)F)c1,15µM*,-5%,3%
CC12CCC(C/C1=N\OC(=O)c1c(F)cccc1F)C2(C)C (centres undefined),-2%,7%,1%
Cc1cc(C)c(/C=C2\C(=O)Nc3ccccc32)[nH]1,-12%&-2%,17%[56.1 µM],-8%&-13%&-5%
COc1ccc(N(CC(=O)N2c3ccccc3CC2C)S(=O)(=O)c2c(C)noc2C)cc1 (centres undefined),?,1%,-10%
O=C1C(=O)N2C(=C1C(=O)N1CCCCCC1)c1ccccc1CC21CCCC1,?,4%,2%
CN1CCc2c(sc(NC(=O)c3cc4cc([N+](=O)[O-])ccc4s3)c2C(N)=O)C1,.,0%,-21%
O=C(Nc1ccc(Cl)c(Cl)c1)N1CCOCC1,0%,.,14%
CC1=C/C(=N\OS(=O)(=O)c2ccccc2)C(C(C)C)=CC1=O,2.3µM*,12%,-6%
COc1ccc2[nH]cc(C(O)CN3CCN(c4ccccc4)CC3)c2c1 (centres undefined),.,11%,-3%
FC(F)(F)c1cccc(OCc2noc(-c3ccsc3)n2)c1,-10%,-5%,1%
CCOC(=O)COc1ccc(Cl)cc1C1NC(=O)NC(C)=C1C(C)=O (centres undefined),4%,0%,1%
COc1ccc(OC)c(S(=O)(=O)N2CCC(C(=O)NCCc3ccccc3)CC2)c1,-28%,-4%,12%
Cc1cc(C)cc(N2C(=O)CN(Cc3ccccc3)C2=S)c1,-29%,.,-30%
O=C(CN1CCCCCC1)N/N=C/c1cccc(Cl)c1Cl,-16%,-3%,0%
O=S(=O)(NCCc1csc2nc(-c3ccccc3)nn12)c1ccc(Cl)s1,?,-5%,2%
Cc1cccc(N(Cc2cc3ccccc3[nH]c2=O)S(=O)(=O)c2ccccc2)c1,?,-3%,-8%
COc1ccc(CCC(=O)Nc2cnc3ccccc3c2)cc1,4%,.,-1%
COc1ccccc1C(=O)Nc1cc(C)c(OCC(=O)N2CCOCC2)c(C)c1,-27%,4%,-6%
O=C1c2ccccc2NC(c2ccccc2)N1Cc1ccco1 (centres undefined),-25%,-2%&2%,-7%
Cc1ccc(C(=O)C2CCN(S(=O)(=O)c3ccc(C(=O)O)cc3)CC2)cc1,1%,.,2%
CCOc1ccc(Nc2nc(N3CCCCC3)nc(N3CCCCC3)n2)cc1,?,1%,-1%
CCn1nc(NS(=O)(=O)c2ccc(NC(C)=O)cc2)c2cc3ccccc3nc21,?,6%,-6%
Cc1cccc(-c2cc(-c3ccccc3)nc(SCC(=O)Nc3ccccc3)c2C#N)c1,-2%,3%,-5%
O=C(Nc1ccc(N2CCOCC2)cc1)C1CCN(C(=O)OCc2ccccc2)CC1,-21%,.,-8%
CCCN(CC(=O)Nc1ccc(F)c(F)c1F)C(=O)C1=COCCO1,-4%,-1%,-19%
CNc1nc(NC#N)nc(SC)n1,?,.,21%
CCCCOc1ccc(C(=O)Oc2ccc(C)nc2)cc1,-10%,-2%,-8%
O=c1oc(CCCO)cc2ccccc12,-4%,1%,-2%
CS(=O)(=O)N(CC(=O)N1CCOCC1)Cc1ccc(Cl)cc1,-8%,2%,2%
CCOc1ccc(C(C(=O)NCC2CCCO2)N(Cc2cccs2)C(=O)c2snc(C(N)=O)c2N)cc1 (centres undefined),9.2µM*,6%,-5%
S=c1[nH]nc(C2CC2c2ccc(Cl)cc2)n1-c1ccc(Cl)cc1 (centres undefined),?,8%,-3%
CCn1cc(C(=O)NCCc2ccc(C)cc2)c(=O)c2cc(S(=O)(=O)N3CCc4ccccc4C3)ccc21,?,0%,-7%
O=C(N/C(=C\c1ccc(Cl)cc1)C(=O)N1CCOCC1)c1ccco1,?,-10%,-4%
COc1ccc(NC(=O)c2ccc(S(=O)(=O)N3CCCCCC3)cc2)c(OC)c1,13µM*,2%,14%
Cc1cc(C)c(S(=O)(=O)ON2C(=O)c3ccccc3C2=O)cc1C,3.3µM*,0%,-25%
O=C(CNS(=O)(=O)c1cccs1)N1CCCC1,-4%,0%,-14%
COc1ccc(CNC(=O)CSCc2nc(-c3ccccc3F)oc2C)cc1,?,7%,-2%
CC(=O)c1cc2c(cc1NC(=O)c1ccc(Cl)cc1)OCCO2,-20%,.,-3%
C=Cn1cc[n+](CC(=O)c2ccc(OC)cc2)c1,21µM*,5%,-9%
O=C(NCCN1C(=O)S/C(=C\c2ccc(Cl)cc2)C1=O)C1=COCCO1,-20%,-3%,2%
CC(=O)N1CCCC1c1nc2ccccc2n1Cc1ccccc1C (centres undefined),-29%,9%,-3%
Cc1cc(=O)oc2c(C)c(OCC(=O)N3CCC(C(=O)O)CC3)ccc12,-2%,.,-8%
Cn1c(=O)c2c(nc(CN3CCOCC3)n2CCCc2ccccc2)n(C)c1=O,-23%,-5%,-4%
COc1ccc(NC(=O)N(C)C[C@H]2Oc3ccc(NC(=O)Cc4ccccc4)cc3C(=O)N([C@H](C)CO)C[C@@H]2C)cc1,4%,0%,0%

Next results:
SMILES,DT40 TDP1 no CPT,TDP1 block,KAT2A inh
COc1ccc2[nH]cc(CCNc3ccnc(-c4cccc(C#N)c4)n3)c2c1,?,.,-19%
COc1ccc(Cl)c(NCCC(=O)O)c1,1%,.,-6%
Cc1ccccc1-n1c(O)c(/C=C/C=Nc2ccccc2)c(=O)[nH]c1=O,0%,0%,-4%
CCN(C(=O)CSc1cc(C)c2ccc(OC)cc2n1)C1CCS(=O)(=O)C1 (centres undefined),-17%,.,-14%
O=C(Nc1ccccc1F)c1ccc2c(c1)OCO2,-5%,.,-9%

Assay outcomes from PubChem BioAssay.
